Assay outcomes from PubChem BioAssay.
UBC13 polyUb: human UBC13 polyubiquitination inhibition | P61088 | UBC13 polyubiquitin chain formation, TR-FRET | inhibition, % at 20 µM | 330,000 tested, 0.47% active | AID 485273; in the data active = inhibition above about 45%, passing the limit was not always enough
Target sequence (P61088 whole entry, looked up): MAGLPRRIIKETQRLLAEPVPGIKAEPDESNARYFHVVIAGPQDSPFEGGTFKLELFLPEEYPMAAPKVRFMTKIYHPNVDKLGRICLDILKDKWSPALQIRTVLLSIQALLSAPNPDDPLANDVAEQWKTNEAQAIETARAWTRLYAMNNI
SENP8 inh: blocks the human protease SENP8; Q96LD8; 330,000 tested, 1.2% active; purified SENP8, Z-RLRGG-aminoluciferin cleavage, luminescence; inhibition, % at 10 µM
Apaf-1 inh: human Apaf-1 inhibition; O14727; reconstituted apoptosome caspase-3 activity, DEVD-Rh110 fluorescence; inhibition, % at 20 µM; 330,000 tested, 0.71% active; AID 489030; active = inhibition of at least 40% at 20 µM;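 note: plate controls were DMSO wells for no effect and DEVD-CHO caspase inhibitor wells for full effect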
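System: Apoptosome proteins | Medium: Hepes pH 7.5 with detergent and BSA | Also added: Cytochrome c trigger plus (Z-DEVD)2-Rh110 caspase-3 substrate | Incubation: 30 min compound preincubation, 50 min activation, room temperature | Detection: Rhodamine 110 fluorescence at Ex 480/Em 540 nm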
SENP7 block: blocks the human protease SENP7; 330,000 tested, 1.5% active; Q9BQF6; inhibition, % at 5 µM; recombinant SENP7, Z-RLRGG-aminoluciferin luminescence, 40 min;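 active = inhibition above about 50% at the single test dose, limit read from the data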;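 note: plate controls were DMSO with enzyme for no effect and no enzyme buffer wells for full effect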
Jurkat NFkB inh: inhibitors of the PMA/ionomycin-induced NF-kB reporter in Jurkat cells. PMA/ionomycin-induced NF-kB luciferase reporter, luminescence. inhibition, % at 4 µM. 330,000 tested, 0.53% active. AID 435003
697 NFkB inh: lowers PMA/ionomycin-induced NF-kB signal in 697 B cells | 697 B-cell NF-kB luciferase reporter, 16 h | inhibition, % at 4 µM | 330,000 tested, 0.33% active; in the data active = inhibition above about 35%
Gli-Sufu block: antagonists of Gli-Sufu signaling. 340,000 tested, 0.74% active. inhibition, % at 5 µM. Sufu-KO-LIGHT fibroblasts, Gli luciferase reporter luminescence;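 active = inhibition above about 55%, limit read from the data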;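 note: 0% = DMSO-treated cells and 100% = wells with medium but no cells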
HKDC1 inh: blocks human hexokinase HKDC1 activity; Q2TB90; recombinant HKDC1, G6PDH/diaphorase resazurin coupled fluorescence; inhibition, % at 20 µM; 340,000 tested, 0.16% active; AID 493160;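 active = inhibition above about 35% when tested at 20 µM, limit read from the data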;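 note: plate controls were DMSO wells with enzyme for no effect and DMSO wells lacking enzyme for full effect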
Target sequence (Q2TB90 whole entry, looked up): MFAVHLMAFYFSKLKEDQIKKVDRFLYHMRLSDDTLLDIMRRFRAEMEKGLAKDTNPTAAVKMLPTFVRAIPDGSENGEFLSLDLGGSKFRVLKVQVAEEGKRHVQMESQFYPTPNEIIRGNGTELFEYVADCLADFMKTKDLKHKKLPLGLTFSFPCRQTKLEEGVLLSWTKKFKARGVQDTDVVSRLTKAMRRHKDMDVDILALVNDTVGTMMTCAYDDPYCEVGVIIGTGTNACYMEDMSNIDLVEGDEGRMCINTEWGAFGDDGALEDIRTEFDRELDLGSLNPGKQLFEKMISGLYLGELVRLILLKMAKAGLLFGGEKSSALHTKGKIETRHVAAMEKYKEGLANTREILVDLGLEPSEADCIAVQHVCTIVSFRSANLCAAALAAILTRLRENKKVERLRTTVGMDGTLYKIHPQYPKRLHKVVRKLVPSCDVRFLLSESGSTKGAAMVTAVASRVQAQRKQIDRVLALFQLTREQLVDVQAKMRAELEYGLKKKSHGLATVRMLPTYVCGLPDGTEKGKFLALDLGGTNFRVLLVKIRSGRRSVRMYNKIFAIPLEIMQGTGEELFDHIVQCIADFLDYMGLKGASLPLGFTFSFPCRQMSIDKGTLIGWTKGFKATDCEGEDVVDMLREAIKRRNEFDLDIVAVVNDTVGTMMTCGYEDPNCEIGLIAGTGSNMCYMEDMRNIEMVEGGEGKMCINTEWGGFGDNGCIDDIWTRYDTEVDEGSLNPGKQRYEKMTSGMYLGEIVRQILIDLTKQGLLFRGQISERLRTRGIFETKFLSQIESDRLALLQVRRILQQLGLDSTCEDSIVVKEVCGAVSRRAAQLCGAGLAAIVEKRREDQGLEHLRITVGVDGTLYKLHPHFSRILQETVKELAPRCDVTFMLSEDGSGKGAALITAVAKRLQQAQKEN
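Assay system – recombinant HKDC1 (HK5) hexokinase enzyme, produced in-house · Input – HKDC1 at 5 µg/mL · Reagent – glucose plus 1 mM ATP as hexokinase substrates · Timing – 90 min reaction incubation at room temperature, dark · Measured by – G6PDH/diaphorase-coupled fluorescence, 1 mM NADP, 100 µM resazurin, 525/613 nm · Benchmarks – DMSO-enzyme wells negative, buffer-substituted wells positive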
Numbers without * were called inactive. Cut-off read from the data, not from the text of the source, unless noted: active = inhibition above about 50%; inactive = the rest.

How did Cc1ccc(N(CC(=O)NC2CCCC2)C(=O)CCC(=O)Nc2nccs2)cc1C do in these assays?
UBC13 polyUb: -2; SENP8 inh: 0; Apaf-1 inh: 16; SENP7 block: 2; Jurkat NFkB inh: -10; 697 NFkB inh: 2; Gli-Sufu block: -2; HKDC1 inh: 4

How did O=C(c1ccco1)N1CCN(Cc2cccc([N+](=O)[O-])c2)CC1 do in these assays?
UBC13 polyUb: 5; SENP8 inh: 0; Apaf-1 inh: -3; SENP7 block: -1; Jurkat NFkB inh: 3; 697 NFkB inh: 10; Gli-Sufu block: 11; HKDC1 inh: -5

What do the screens show for `O=c1c2[nH]c3ccccc3c2ncn1Cc1ccncc1`?
UBC13 polyUb: -3; SENP8 inh: 0; Apaf-1 inh: 16; SENP7 block: -6; Jurkat NFkB inh: 0; 697 NFkB inh: -14; Gli-Sufu block: 9; HKDC1 inh: 1

How did N#CC1=C(N)N2C(=C(C#N)C1c1cccc(Br)c1)Nc1ccccc12 (configuration not stated) do in these assays?
UBC13 polyUb: 11; SENP8 inh: 4; Apaf-1 inh: 12; SENP7 block: 1; Jurkat NFkB inh: 7; 697 NFkB inh: 17; Gli-Sufu block: 47; HKDC1 inh: -9

How did Cc1cccn2cc(CCNC(=O)c3cccs3)nc12 do in these assays?
UBC13 polyUb: 17; SENP8 inh: -3; Apaf-1 inh: -18; SENP7 block: 7; Jurkat NFkB inh: 3; 697 NFkB inh: 17; Gli-Sufu block: 0; HKDC1 inh: -9

What do the screens show for `CC(=O)/C(=N\Nc1ccccc1)Oc1ccc(Br)cc1`?
UBC13 polyUb: -7; SENP8 inh: -9; Apaf-1 inh: 13; SENP7 block: -9; Jurkat NFkB inh: -18; 697 NFkB inh: -9; Gli-Sufu block: 3; HKDC1 inh: 4

How did CC(=O)Nc1nnc(SCC(=O)c2ccc(F)cc2)s1 do in these assays?
UBC13 polyUb: 6; SENP8 inh: 2; Apaf-1 inh: 1; SENP7 block: -3; Jurkat NFkB inh: 3; 697 NFkB inh: 3; Gli-Sufu block: -4; HKDC1 inh: -4

Results for Cc1cccc(Nc2nnc(SCC(=O)c3c(N)n(C4CC4)c(=O)[nH]c3=O)s2)c1C ?
UBC13 polyUb: -1; SENP8 inh: -2; Apaf-1 inh: 6; SENP7 block: -1; Jurkat NFkB inh: 4; 697 NFkB inh: -5; Gli-Sufu block: 0; HKDC1 inh: -3

What do the screens show for `Cc1cc(C)n(CCC(=O)N2CCCC(N3CCN(c4cccc(Cl)c4)CC3)C2)n1` (configuration not stated)?
UBC13 polyUb: -2; SENP8 inh: -2; Apaf-1 inh: 14; SENP7 block: 3; Jurkat NFkB inh: -18; 697 NFkB inh: 7; Gli-Sufu block: -1; HKDC1 inh: 1

How did CCc1cc(C(=O)N/N=C/c2ccc(OC)cc2)c2ccccc2n1 do in these assays?
UBC13 polyUb: -7; SENP8 inh: -4; Apaf-1 inh: 0; SENP7 block: 2; Jurkat NFkB inh: 32; 697 NFkB inh: -22; Gli-Sufu block: -8; HKDC1 inh: -4

How did Cc1ccc(OS(=O)(=O)c2ccccc2)c(/C=N/N=C2\NC(=O)C(C)S2)c1 (configuration not stated) do in these assays?
UBC13 polyUb: -8; SENP8 inh: -5; Apaf-1 inh: 9; SENP7 block: 10; Jurkat NFkB inh: -3; 697 NFkB inh: 3; Gli-Sufu block: -4; HKDC1 inh: 3

How did COc1cccc(C(=O)O/N=C(\N)c2ccc([N+](=O)[O-])cc2)c1 do in these assays?
UBC13 polyUb: 0; SENP8 inh: -13; Apaf-1 inh: -16; SENP7 block: 38; Jurkat NFkB inh: -42; 697 NFkB inh: -52; Gli-Sufu block: -41; HKDC1 inh: -4

How did COc1ccccc1NC(=O)COC(=O)/C=C/c1ccccc1[N+](=O)[O-] do in these assays?
UBC13 polyUb: 2; SENP8 inh: 1; Apaf-1 inh: -4; SENP7 block: 2; Jurkat NFkB inh: -1; 697 NFkB inh: -25; Gli-Sufu block: -2; HKDC1 inh: 18

Results for O=S(=O)(c1ccc(OCc2nc3ccccc3s2)c(Cl)c1)N1CCOCC1 ?
UBC13 polyUb: 9; SENP8 inh: -8; Apaf-1 inh: 12; SENP7 block: 5; Jurkat NFkB inh: -35; 697 NFkB inh: -46; Gli-Sufu block: -24; HKDC1 inh: 0

How did O=C(CSc1nc2ccccc2c(=O)n1CCCN1CCOCC1)Nc1ccc(F)c(Cl)c1 do in these assays?
UBC13 polyUb: 10; SENP8 inh: -6; Apaf-1 inh: 21; SENP7 block: 4; Jurkat NFkB inh: 12; 697 NFkB inh: 13; Gli-Sufu block: -9; HKDC1 inh: 4

How did O=C(NCc1nnc(SCC(=O)N2CCCC2)o1)c1ccccc1 do in these assays?
UBC13 polyUb: 0; SENP8 inh: 8; Apaf-1 inh: -2; SENP7 block: -5; Jurkat NFkB inh: 4; 697 NFkB inh: 8; Gli-Sufu block: 4; HKDC1 inh: -3

What do the screens show for `COc1cccc(CNC(=O)C2CCN(S(=O)(=O)c3c(C)nn(C)c3C)CC2)c1`?
UBC13 polyUb: 2; SENP8 inh: -1; Apaf-1 inh: -14; SENP7 block: 7; Jurkat NFkB inh: -1; 697 NFkB inh: 11; Gli-Sufu block: -5; HKDC1 inh: -3

What do the screens show for `Cc1cc2nc(C3CCN(Cc4nnnn4Cc4cccs4)CC3)[nH]c2cc1C`?
UBC13 polyUb: 11; SENP8 inh: 2; Apaf-1 inh: 9; SENP7 block: -1; Jurkat NFkB inh: -6; 697 NFkB inh: 16; Gli-Sufu block: -1; HKDC1 inh: 11

Results for CSc1ccccc1NC(=O)Cc1ccccc1[N+](=O)[O-] ?
UBC13 polyUb: -5; SENP8 inh: -3; Apaf-1 inh: -11; SENP7 block: 6; Jurkat NFkB inh: 1; 697 NFkB inh: 1; Gli-Sufu block: -19; HKDC1 inh: -15

Results for O=C(Nc1ccccc1)c1ccccc1NC(=O)c1ccccc1[N+](=O)[O-] ?
UBC13 polyUb: -2; SENP8 inh: 1; Apaf-1 inh: -5; SENP7 block: -1; Jurkat NFkB inh: -2; 697 NFkB inh: -2; Gli-Sufu block: 3; HKDC1 inh: -2

Results for COc1ccc(-c2nn(-c3ccccc3)cc2/C=N/NC(=S)NC(C)C)cc1OC ?
UBC13 polyUb: -5; SENP8 inh: 0; Apaf-1 inh: 3; SENP7 block: 3; Jurkat NFkB inh: 8; 697 NFkB inh: -7; Gli-Sufu block: 7; HKDC1 inh: -16

Results for COc1nc(Oc2ccc(=O)[nH]n2)nc(N2CCOCC2)n1 ?
UBC13 polyUb: 0; SENP8 inh: -9; Apaf-1 inh: -28; SENP7 block: 3; Jurkat NFkB inh: 3; 697 NFkB inh: 7; Gli-Sufu block: 2; HKDC1 inh: -9

Results for Cc1ccc(/C=C2\Sc3ccccc3C2=O)s1 ?
UBC13 polyUb: -90; SENP8 inh: 89*; Apaf-1 inh: 9; SENP7 block: 96*; Jurkat NFkB inh: -25; 697 NFkB inh: -98; Gli-Sufu block: 6; HKDC1 inh: -2

Results for CCOc1ccc(N(CC(=O)NCCSCc2ccccc2)S(C)(=O)=O)cc1 ?
UBC13 polyUb: 10; SENP8 inh: 6; Apaf-1 inh: 7; SENP7 block: 2; Jurkat NFkB inh: 18; 697 NFkB inh: 11; Gli-Sufu block: 1; HKDC1 inh: -5

How did COc1cc(/C=C/C(=O)OCC(=O)NCc2ccco2)cc(OC)c1OC do in these assays?
UBC13 polyUb: 7; SENP8 inh: 4; Apaf-1 inh: -17; SENP7 block: 1; Jurkat NFkB inh: 9; 697 NFkB inh: 21; Gli-Sufu block: -8; HKDC1 inh: -6

How did Clc1ccc(/C(Cc2nc3ccccc3[nH]2)=N\Nc2ccccc2)cc1 do in these assays?
UBC13 polyUb: -14; SENP8 inh: 5; Apaf-1 inh: 9; SENP7 block: 3; Jurkat NFkB inh: -47; 697 NFkB inh: -47; Gli-Sufu block: -9; HKDC1 inh: 7

Results for COc1ccc(NC(=O)COc2nc(N(C)C)nc(N(C)C)n2)cc1 ?
UBC13 polyUb: 1; SENP8 inh: -1; Apaf-1 inh: 5; SENP7 block: 2; Jurkat NFkB inh: -6; 697 NFkB inh: -25; Gli-Sufu block: -3; HKDC1 inh: -5

How did COC(=O)c1[nH]c(C)c(/C(O)=C2\C(=O)C(=O)N(CCN3CCOCC3)C2c2ccccc2OC)c1C (configuration not stated) do in these assays?
UBC13 polyUb: -20; SENP8 inh: -4; Apaf-1 inh: -1; SENP7 block: 3; Jurkat NFkB inh: -2; 697 NFkB inh: 6; Gli-Sufu block: -1; HKDC1 inh: -8

Results for CCCn1cnc2cc(NCc3ccccc3O)ccc21 ?
UBC13 polyUb: 8; SENP8 inh: 5; Apaf-1 inh: 3; SENP7 block: 2; Jurkat NFkB inh: -15; 697 NFkB inh: -18; Gli-Sufu block: 0; HKDC1 inh: 0

What do the screens show for `O=C(CN(c1ccc(F)cc1)S(=O)(=O)c1ccccc1)NC1CCCCCC1`?
UBC13 polyUb: -8; SENP8 inh: 0; Apaf-1 inh: 2; SENP7 block: 15; Jurkat NFkB inh: -12; 697 NFkB inh: -21; Gli-Sufu block: 2; HKDC1 inh: -4

For convenience, part of the list above.
Results for CCOc1ccc(N(CC(=O)NCCSCc2ccccc2)S(C)(=O)=O)cc1 ?
UBC13 polyUb: 10; SENP8 inh: 6; Apaf-1 inh: 7; SENP7 block: 2; Jurkat NFkB inh: 18; 697 NFkB inh: 11; Gli-Sufu block: 1; HKDC1 inh: -5

How did COc1cc(/C=C/C(=O)OCC(=O)NCc2ccco2)cc(OC)c1OC do in these assays?
UBC13 polyUb: 7; SENP8 inh: 4; Apaf-1 inh: -17; SENP7 block: 1; Jurkat NFkB inh: 9; 697 NFkB inh: 21; Gli-Sufu block: -8; HKDC1 inh: -6

How did Clc1ccc(/C(Cc2nc3ccccc3[nH]2)=N\Nc2ccccc2)cc1 do in these assays?
UBC13 polyUb: -14; SENP8 inh: 5; Apaf-1 inh: 9; SENP7 block: 3; Jurkat NFkB inh: -47; 697 NFkB inh: -47; Gli-Sufu block: -9; HKDC1 inh: 7

Other structures follow.
Results for Cc1cccc(NC(=O)CNC(=O)c2ccco2)n1 ?
UBC13 polyUb: 1; SENP8 inh: 9; Apaf-1 inh: -5; SENP7 block: -7; Jurkat NFkB inh: -5; 697 NFkB inh: 21; Gli-Sufu block: -4; HKDC1 inh: 4

How did O=[N+]([O-])c1ccccc1/C=N/N1CCN(c2ccc(Cl)cc2)CC1 do in these assays?
UBC13 polyUb: -1; SENP8 inh: -9; Apaf-1 inh: 8; SENP7 block: 3; Jurkat NFkB inh: 9; 697 NFkB inh: 0; Gli-Sufu block: 7; HKDC1 inh: -4

Results for Cn1nc(C(F)(F)F)c2cc(NC(=O)OCc3ccc(F)cc3)sc21 ?
UBC13 polyUb: 12; SENP8 inh: -5; Apaf-1 inh: 22; SENP7 block: 6; Jurkat NFkB inh: -1; 697 NFkB inh: -7; Gli-Sufu block: 3; HKDC1 inh: 7

Results for CC(=O)N1CCC(C(=O)OCc2ccc(Cl)cc2)(c2ccccc2)CC1 ?
UBC13 polyUb: 0; SENP8 inh: -16; Apaf-1 inh: 21; SENP7 block: 4; Jurkat NFkB inh: 6; 697 NFkB inh: -33; Gli-Sufu block: 7; HKDC1 inh: 1

What do the screens show for `Cc1cc2nc3n(c2cc1C)CC1CC(C(=O)NCCC(C)C)N(C)C31` (configuration not stated)?
UBC13 polyUb: -3; SENP8 inh: -2; Apaf-1 inh: 4; SENP7 block: -2; Jurkat NFkB inh: -6; 697 NFkB inh: 4; Gli-Sufu block: 10; HKDC1 inh: 3

Results for Cc1ccsc1/C=N/NC(=S)NCc1ccccc1 ?
UBC13 polyUb: -4; SENP8 inh: 1; Apaf-1 inh: 14; SENP7 block: 7; Jurkat NFkB inh: -26; 697 NFkB inh: -18; Gli-Sufu block: 0; HKDC1 inh: -9
